High-throughput results: PubChem, National Center for Advancing Translational Sciences (NCATS)
S2 tox = viability counter-screen for ATXN expression inhibitors; S2 cells (HEK-293 line with an ATXN2-luciferase reporter) viability, CellTiter-Fluor protease fluorescence, 24 h; Potency, µM (series often up to 56.7 µM), hits mostly cytotoxic; 400,000 tested, 0.49% active; AID 651635; further: potency means the concentration at half of the fitted maximal effect; nearly all actives have a fitted effect of over 40% in size
Nrf2 activator = Nrf2 pathway activation; AREc32 ARE-luciferase reporter (MCF7-derived line), luminescence, 24 h; Potency, µM (highest dose often 46.1 µM), for inactives: top-dose activation, most hits filed as activators; 410,000 tested, 0.31% active; further: potency means the concentration at half of the fitted maximal effect; % of control where 0% means no effect; nearly all actives have a fitted effect of over 65% in size
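ARE activation measured as luciferase luminescence (Steady-Glo, 30 min RT) in AREc32_Fluc cells after 24 hr compound exposure at 37 deg C, 5% CO2; cells seeded overnight at 1000/well in OPTI-MEM, 5% FBS.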
Akt phos inh = Akt phosphorylation inhibition; Neuro2A IGF-stimulated pAkt S473 HTRF, 20 min; hits give low values; activity change, % for hits at 50 µM; 360,000 tested, 0.32% active; in the data active means activity change below about -80%; inconclusive means mostly about -51% to -80%; further: on the % scale 0 is the no-effect control and ±100 the full control effect
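Neuro2A cells (4,500/well, DMEM with 0.5% FBS) were treated with compound at a single 50 µM final concentration, stimulated with 6 nM IGF for 20 min at 37 °C, and lysed. Phospho-Akt Ser473 was read by HTRF as 665/615 ratio ×10^4.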
A549 tox = kills or reduces viability of A549 cells in Nrf2 counter-screen; A549 ARE-Fluc cells, CellTiter-Fluor viability, 18-24 h; Potency, µM (top dose mostly 46 µM), inactives show at the top dose activity change, negative = cytotoxicity, actives largely listed as inhibitors; 390,000 tested, 0.16% active; AID 504648; further: potency means the concentration at half of the fitted maximal effect; on the % scale 0 is the no-effect control and ±100 the full control effect
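A549 ARE_Fluc cells in 5% FBS OPTI-MEM were exposed to compounds in concentration-response for 18-24 h at 37 deg C. Viability was read by CellTiter-Fluor fluorescence (Ex 405/Em 525) after 30 min, before the luciferase read.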
CCT modulator = cytosolic chaperonin activity modulation; purified chaperonin ATPase assay, HTRF ADP detection, 30 min; activity change, % (no concentration beside the values), hits read low; 360,000 tested, 0.3% active; AID 651819; in the data active means activity change below about -30%; further: on the % scale 0 is the no-effect control and ±100 the full control effect
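ATPase activity: ADP formed was measured by HTRF Transcreener (665/615 nm ratio) after 30 min at 37 deg C with 10 uM ATP. Compounds screened at one 76 uM concentration against 40 or 20 nM TRiC in Tris pH 7.4/KCl/MgCl2/DTT buffer.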
HepG2 viability = HepG2 cytotoxicity, counter-screen for TGF-b inhibitors; 410,000 tested, 0.76% active; AID 588856; Potency, µM (doses to about 46.1 µM), without a hit: top-dose activity change, negative = cytotoxicity, most hits filed as cytotoxic; HepG2 CAGA-GFP viability, ATP luminescence, 18 h; further: potency means the concentration at half of the fitted maximal effect; some results filed as inactive show a strong effect at the top dose
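HepG2 CAGA-GFP cells (1000/well, DMEM with 1% FBS) received compound, then TGF-beta at 500 pg/mL final, and were incubated 18 hours at 37 degrees C. Viability was read by CellTiter-Glo luminescence. Media-only wells were set as complete cell-killing and DMSO as no toxicity.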
Mm-Cpn inhibitor = blocks the Methanococcus maripaludis chaperonin Mm-Cpn | AID 504842 | purified Mm-Cpn ATPase, ADP Transcreener TR-FRET | 330,000 tested, 0.031% active | Potency, µM (series often up to 76.9 µM), for the others: top-dose activity, negative = inhibition, actives largely listed as inhibitors; further: potency means the concentration at half of the fitted maximal effect; on the % scale 0 is the no-effect control and ±100 the full control effect; nearly all actives have a fitted effect of over 80% in size
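ATPase turnover read by TR-FRET ADP competition (Eu cryptate antibody/ADP-d2, 665/590 nm): 10uM ATP final, 25nM Mm-CPN final, 30 min 37degC after 10-min compound preincubation, pH 7.4 Tris/KCl/MgCl2/DTT buffer.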
TGFb inhibitor = blocks TGF-b signaling | HepG2 CAGA-GFP TGF-b/SMAD3 reporter, GFP fluorescence, 18 h; TGF-beta stimulated, 500 pg/mL final | Potency, µM (titrated, usually from 46.1 µM), for inactives: top-dose activity, negative = inhibition, actives largely listed as inhibitors | 410,000 tested, 1.2% active; further: potency means the concentration at half of the fitted maximal effect; on the % scale 0 is the no-effect control and ±100 the full control effect; nearly all actives have a fitted effect of over 65% in size
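Per well, imaged GFP fluorescence of HEPG2 CAGA-GFP cells gives the signal; cells get compound, then TGF-beta (500 pg/mL final), 18 h at 37 degrees C; %Activity versus -TGF-beta and +DMSO controls.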
Nrf2 block = blocks Nrf2 signaling | Potency, µM (series often up to 46 µM), for the others: at the highest dose activity change, negative = inhibition, usual class: inhibitors | A549 ARE-Fluc reporter, luciferase luminescence, 18-24 h | AID 504444 | 360,000 tested, 2.1% active; further: potency means the concentration at half of the fitted maximal effect; on the % scale 0 is the no-effect control and ±100 the full control effect; nearly all actives have a fitted effect of over 60% in size
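Nrf2 function is reported as luminescence of an ARE-controlled luciferase in A549 cells. Compounds were tested at several concentrations, and a CellTiter-Fluor read on the same wells flagged cytotoxicity.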
The depositor's hits bear a star; i = inactive; ? = inconclusive; / = not tested or not shown; & = joins results of further samples; [ ] = another dose, or the depositor's remark. Unless noted, the call rests on the fitted dose curve; in most records, active means well fitted curve in the direction sought with a large enough effect; inconclusive means small, poorly fitted or top-dose-only effect, or another doubt; inactive means no such curve, though single readings can be large; an effect the other way counts as inactive or inconclusive.

item	smiles	S2 tox	Nrf2 activator	Akt phos inh	A549 tox	CCT modulator	HepG2 viability	Mm-Cpn inhibitor	TGFb inhibitor	Nrf2 block
1	CC1c2[nH]c3ccccc3c2CCN1C(=O)Nc1ccccc1 (stereo not drawn)	i	1.9%	i	4%	-0.7	-2%	0%	-4%	/
2	Cc1noc2c1C(c1ccc(N(C)C)cc1)C1=C(CC(C)(C)CC1=O)N2 (stereo not drawn)	i	-0.7%	i	-11%	-1.9	-5%	-4%	-4%	-18%
3	CC1(C(=O)NC2CCCCC2)Cc2ccccc2C(=O)N1Cc1ccc(F)cc1 (stereo not drawn)	/	2.0%	/	8%	/	0%	/	/	11%
4	O=C(Nc1ccc2c(c1)N(C1CCCC1)C(=O)c1ccccc1S2)c1cccc(F)c1	i	0.7%	/	-18%	/	-1%	/	19%	/
5	CCCCN(C(=O)C(C)Oc1ccc(Br)cc1)c1c(N)n(CC(C)C)c(=O)[nH]c1=O (stereo not drawn)	i	0.3%	i	-11%	1.0	-11%	-3%	0%	-27%
6	NS(=O)(=O)c1ccc(Nc2nc(-c3ccccc3)cs2)cc1	i	9.4%	i	?	1.0	-1%	-2%	?	?
7	COc1ccc(CCNC(=O)c2c(O)c3cc(OC)c(OC)cc3[nH]c2=O)cc1OC	?	-0.7%	i	/	-0.6	3%	/	-6%	/
8	Cc1cc(Sc2nc(NC(C)(C)C)nc(N3CCOCC3)n2)nc(Cl)n1	/	-0.7%	i	-3%	-0.6	11%	-1%	2%	-2%
9	COC(=O)c1ccc2nc(-c3ccco3)c(Cc3ccc(OC)cc3C)n2c1	?	11µM*	i	/	-0.5	-31%	/	13µM*	/
10	Cc1ccc(CCNC(=O)CS(=O)Cc2nc(-c3ccccc3Cl)oc2C)cc1 (stereo not drawn)	i	0.6%&1.0%	/	-9%&-9%	-60*	-13%&-17%	0%	?	-7%&-14%
11	COc1ccccc1CCc1nnc(CCC(=O)NC(C)Cc2cccnc2)o1 (stereo not drawn)	i	-1.2%	i	-3%	-2.7	-2%	0%	-9%	1%
12	CCOC(=O)c1cc(OC)c2cccc(CN3CCCC(C)(C(=O)NCCOC)C3)c2c1 (stereo not drawn)	20µM*	1.7%[9.22 µM]	i	/	0.1	-48%	/	-27%	/
13	CCOc1ccc(C(=O)Cc2cc(OC)c(OC)cc2[N+](=O)[O-])cc1	i	-0.4%	i	-2%	0.7	-3%	2%	-2%	-16%
14	CCOc1ccccc1-n1c(SCC(N)=O)nnc1-c1ccco1	i	0.2%	i	?	-0.2	-5%	0%	-18%	1%
15	COC(=O)c1ccccc1NC(=O)CSc1nc2ccccc2nc1Cc1ccccc1OC	i	-0.2%	/	8%	/	6%	/	28%	/
16	CC1CC(C)CN(C(=O)CCNC(=O)Cn2cnc3ccccc3c2=O)C1 (stereo not drawn)	i	0.4%	i	11%	-3.5	-6%	-3%	2%	-4%
17	Cc1c(OC(C)C(=O)NCCCN2CCOCC2)ccc2c3c(c(=O)oc12)CCCC3 (stereo not drawn)	i	0.0%	i	0%	-0.1	-17%	-4%	9%	21%
18	CCOC(=O)N1CCc2c(sc3c2C(=O)NC(c2cc(OC)c(O)c(OC)c2)N3)C1 (stereo not drawn)	i	-0.2%	/	21%	/	-25%	/	1%	/
19	CCCCNS(=O)(=O)c1ccc2nc(-c3cccnc3)cc(C(=O)NC(C)CC)c2c1 (stereo not drawn)	?	-0.5%	i	2%	-2.5	-14%	-2%	9%	0%
20	Cc1cccc(-n2nnc(-c3nc(-c4ccccc4)no3)c2N)c1C	i	11%	/	11%	/	1%	/	2%	/
21	COc1ccc(S(=O)(=O)N2CCCCCC2)cc1NC(=O)c1ccccc1S(C)(=O)=O	?	2.1%	i	0%	-0.6	-1%	-1%	-1%	2%
22	O=C(Cc1ccc(Br)cc1)N(Cc1ccccc1)c1ccccn1	/	-0.7%	i	12%	-3.6	5%	-1%	1%	-2%
23	COc1ccc(NC(=O)COC(=O)[C@@H](NC(=O)c2c(F)cccc2F)C(C)C)cc1	?	-0.9%	i	16%	-5.8	4%	3%	-14%	8%
24	Cc1ccc(NC(=O)c2ccc(C)cc2)cc1	i	-0.5%	i	-3%	-1.1	-19%	-1%	?	?
25	Cc1cccc(N2CCN(S(=O)(=O)c3ccc4oc(=O)c5ncn(C)c5c4c3)CC2C)c1 (stereo not drawn)	i	4.2%	/	15%	/	-23%	/	6%	8%

Structures from the list above containing two or more sulfur atoms, in the order listed:
item	smiles	S2 tox	Nrf2 activator	Akt phos inh	A549 tox	CCT modulator	HepG2 viability	Mm-Cpn inhibitor	TGFb inhibitor	Nrf2 block
6	NS(=O)(=O)c1ccc(Nc2nc(-c3ccccc3)cs2)cc1	i	9.4%	i	?	1.0	-1%	-2%	?	?
21	COc1ccc(S(=O)(=O)N2CCCCCC2)cc1NC(=O)c1ccccc1S(C)(=O)=O	?	2.1%	i	0%	-0.6	-1%	-1%	-1%	2%

The list goes on:
item	smiles	S2 tox	Nrf2 activator	Akt phos inh	A549 tox	CCT modulator	HepG2 viability	Mm-Cpn inhibitor	TGFb inhibitor	Nrf2 block
26	CCOC(=O)c1ccc(-c2c(C)cc3oc(=O)cc(-c4ccccc4)c3c2C)cc1	i	0.1%	i	-2%	-2.5	-29%	2%	?	-29%
27	CC(C)(C)C(=O)CN1C(=O)NC2(CCOc3ccccc32)C1=O (stereo not drawn)	i	0.5%	i	4%	-5.5	1%	2%	5%	-7%
28	COC(=O)c1scc(-c2ccccc2)c1S(=O)(=O)Nc1ccc(C)c(Cl)c1	?	-0.6%	/	-14%	/	-56%	/	?	-21%
29	COc1cccc(C(=O)NNC(=O)/C=C/c2ccccc2)c1	i	-1.0%	i	0%	0.1	-6%	-1%	-3%	-19%
30	CCOc1ccc(/C=N/OCC(=O)NCc2cccs2)cc1	i	-0.1%	i	-3%	-0.7	12%	0%	-9%	-6%
31	CC(C)CNC(=S)NC(=O)c1ccc(Cl)cc1Cl	i	-0.4%	i	7%	2.2	-25%	1%	-30%	-13%
32	O=C(O)c1oc2ccccc2c1CN1CCN(c2ccccc2)CC1	i	-0.6%	i	0%	-6.4	-1%	0%	-1%	-12%
33	CCCS(=O)(=O)NC(=O)C1(C)CCN(C(=O)c2c(C)noc2C)C1 (stereo not drawn)	i	0.5%	i	/	-0.4	-15%	/	-11%	/
34	CCOC(=O)c1ccc(N2C(=O)c3[nH]nc(-c4ccc(OC)cc4)c3C2c2ccc(C)cc2)cc1 (stereo not drawn)	?	0.6%	/	-25%	/	-46%	/	25µM*	?
35	CCOc1ccc(CNC(=O)C2CCN(S(=O)(=O)c3cn(C)cn3)CC2)cc1OC	/	-0.5%	/	4%	/	-62%	/	33%[activator]	/
36	O=C(CCc1ccccc1)NN1C(=O)C2C3C=CC(O3)C2C1=O (stereo not drawn)	i	-0.2%	i	-6%	-2.5	-20%	0%	0%	-11%
37	O=C(CSc1nc(C2CCCCC2)n(-c2ccccc2)n1)NCCN1C(=O)CSC1=O	?	-0.5%	i	-7%	-1.9	-15%	1%	1%	7%
38	CCOC(=O)C1CCCN(c2ncnc3c2cnn3-c2cccc(C)c2)C1 (stereo not drawn)	?	0.2%	i	-5%	-1.3	-3%	1%	-14%	10%
39	CC1(C2CC2)NC(=O)N(CC(=O)N2CCN(c3cccc(C(F)(F)F)c3)CC2)C1=O (stereo not drawn)	i	0.2%	i	-20%	-2.8	-43%	-1%	10%	12µM*
40	Cn1nc(C(=O)NCCOc2ccccc2)c2ccccc2c1=O	i	0.8%	i	-1%	0.9	-17%	3%	0%	?
41	Cc1ccc2nc(N(CCCN(C)C)C(=O)COc3ccc(Cl)cc3)sc2c1	?	-1.2%	i	13%	0.8	-95%	0%	?	14%
42	Cc1ccc(C)c(OCC(=O)NNC(=O)C2CCC2)c1	i	-0.2%	i	1%	-0.2	0%	-1%	1%	-3%
43	CNC[C@H]1OCc2ccccc2-c2ccccc2C(=O)N([C@@H](C)CO)C[C@H]1C	i	-0.1%	i	/	-1.2	4%	/	0%	/
44	Cc1cc(C)c2c(c1)C1(OCCO1)C(=O)N2	?	4.5%	i	0%	-1.4	2%	-1%	9%	5%
45	Cc1ccc(C(=O)NNC(=S)Nc2cccc(Cl)c2Cl)cc1[N+](=O)[O-]	i	2.2%	i	0%	-0.4	-32%	0%	-13%	/
46	CCN(Cc1ccncc1)C(=O)c1cccs1	i	-0.2%	i	-2%	1.9	0%	1%	1%	?
47	O=S(=O)(c1ccc(SCc2ccccc2F)nc1)N1CCCC1	i	5.0%	i	7%	-3.1	-27%	3%	-15%	-18%
48	O=c1oc2c(CN3CCCCC3)c(O)ccc2c2c1CCCC2	?	-0.2%	i	18%	4.1	-9%	-9%	4%	-31%
49	C/C(Cl)=C\Cn1c(N2CCCC2)nc2c1c(=O)[nH]c(=O)n2C	i	-0.8%	/	-1%	-4.4	-9%	-1%	5%	-19%
50	C[C@H](CO)N1C[C@H](C)[C@@H](CN(C)S(=O)(=O)c2ccccc2)Oc2ccc(NC(=O)Nc3ccccc3)cc2C1=O	?	-0.2%	i	-17%	0.3	0%	0%	?	?
51	CCC(C(=O)NCc1ccc(OC)c(OC)c1)n1nc(C)c2c(C)n(-c3ccc(C)cc3)nc2c1=O (stereo not drawn)	/	-0.5%	/	-19%	/	-9%	/	?	26µM*
52	COc1ccc(NC(=O)C2=C(C)NC(=S)NC2c2ccc(O)c(OC)c2)cc1 (stereo not drawn)	i	-0.1%	i	-1%	1.0	7%	0%	4%	-4%
53	CNC(=O)c1ccccc1NC(=O)c1c(O)c2c([nH]c1=O)CCCC2	i	3.6%	i	-17%	-3.0	-3%	-6%	-14%	10%
